High-throughput results (PubChem)
OXTR agonist = activates the human oxytocin receptor; P30559; CHO-OTR cells, Fluo-8 calcium fluorescence; normalized: DMSO 0%, oxytocin 100%; activation, % at 3 µM; hit rate 0.32% among 320,000;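 active means activation above the mean of all tested compounds plus 3 SD, cutoff set per screening run, cut at about 20% in these data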;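 further: peak over basal fluorescence ratio from a 100 s FLIPR kinetic read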
Target sequence (P30559 whole entry, looked up): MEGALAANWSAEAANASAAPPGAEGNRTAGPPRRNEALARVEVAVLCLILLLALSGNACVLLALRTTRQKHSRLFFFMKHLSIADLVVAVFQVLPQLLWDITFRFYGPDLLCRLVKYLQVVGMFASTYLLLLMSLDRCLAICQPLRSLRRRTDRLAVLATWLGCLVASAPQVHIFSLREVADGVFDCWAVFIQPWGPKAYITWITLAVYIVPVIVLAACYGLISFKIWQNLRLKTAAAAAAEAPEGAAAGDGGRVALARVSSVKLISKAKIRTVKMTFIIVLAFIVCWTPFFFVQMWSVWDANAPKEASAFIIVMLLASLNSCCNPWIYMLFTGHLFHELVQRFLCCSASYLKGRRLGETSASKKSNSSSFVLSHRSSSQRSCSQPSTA
PHOSPHO1 block = blocks human PHOSPHO1 phosphatase activity. Q8TCT1. hit rate 1.1% among 290,000. inhibition, % at 13.3 µM. recombinant PHOSPHO1, absorbance phosphatase assay. AID 1565; in the data active means inhibition above about 60%
Target sequence (Q8TCT1 whole entry, looked up): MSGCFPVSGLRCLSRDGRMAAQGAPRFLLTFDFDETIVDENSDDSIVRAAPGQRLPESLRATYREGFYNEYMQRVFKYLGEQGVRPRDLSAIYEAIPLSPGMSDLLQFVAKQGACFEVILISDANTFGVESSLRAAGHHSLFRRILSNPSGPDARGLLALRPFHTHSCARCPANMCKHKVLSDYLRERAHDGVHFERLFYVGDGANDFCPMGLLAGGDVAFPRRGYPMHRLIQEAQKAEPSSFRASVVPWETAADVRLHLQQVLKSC
NALP1 inh = inhibitors of NALP1 inflammasome in yeast; hit rate 0.61% among 280,000; AID 2071; inhibition, % at 10 µM; S. cerevisiae NALP1/ASC/caspase-1 growth, X-gal OD620, 72 h; in the data active means inhibition mostly above about 24%, no sharp cut-off; inactive means mostly below about 32%; further: some compounds called inactive have numbers as strong as hits
MEKK2 WT-MEK5 = raises or lowers MEK5 binding to wildtype human MEKK2 PB1 domain; binding response (% of control), % at 10 µM; bead flow cytometry, Alexa488-MEK5 binding to MEKK2 WT; actives lie on both sides; Q9Y2U5; hit rate 1.1% among 290,000; in the data active means binding response below about 67% or above about 130%
MEKK2 mut-MEK5 = signal of MEK5 binding to mutant human MEKK2 PB1 domain; percent response, % at 10 µM; bead flow cytometry, Alexa488-MEK5 binding to MEKK2 mutant; hit rate 0.35% among 290,000; in the data active means percent response above about 24%, passing the limit was not always enough; further: inactives centre near 1; some results filed as inactive read as strong as hits; reference of the scale not given here
GPR7 antagonist = blocks human GPR7 receptor signaling; P48145; hit rate 1.1% among 290,000; inhibition, % at 4.4 µM; GPR7-expressing cells, fluorescence antagonist assay; in the data active means inhibition above about 16%, passing the limit was not always enough;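 further: cells stimulated with the agonist NPW; 0% = agonist with vehicle and 100% = vehicle without agonist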
Target sequence (P48145 whole entry, looked up): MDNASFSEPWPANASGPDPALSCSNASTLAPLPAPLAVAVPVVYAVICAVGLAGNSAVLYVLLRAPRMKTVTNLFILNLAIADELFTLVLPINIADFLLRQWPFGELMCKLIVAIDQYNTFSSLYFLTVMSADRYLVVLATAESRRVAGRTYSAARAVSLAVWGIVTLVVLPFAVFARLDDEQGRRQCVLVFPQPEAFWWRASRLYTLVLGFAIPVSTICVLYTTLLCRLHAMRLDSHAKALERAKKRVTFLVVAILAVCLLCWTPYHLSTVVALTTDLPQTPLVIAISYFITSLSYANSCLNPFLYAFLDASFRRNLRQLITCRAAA
FID counter = fluorescent intercalator displacement, NS3 helicase counter-screen; hit rate 0.17% among 290,000; DNA fluorescent intercalator displacement, fluorescence; inhibition, % at 7.9 µM; AID 1845; in the data active means inhibition above about 37%;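 further: 0% = vehicle and 100% = reference compound; higher means more ethidium bromide displaced from hairpin DNA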
MEKK3 PB1 HTS = raises or lowers MEK5 binding to the human MEKK3 PB1 domain. Q99759. bead-based flow cytometry, Alexa488-MEK5 binding to MEKK3; actives lie on both sides; 0 = blocked by unlabeled MEK5, 100 = vehicle. binding response (% of control), % at 10 µM. hit rate 1.4% among 290,000. AID 1529;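 active means binding response more than 3 SD above or below the average of its plate-row segment, actives on both sides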;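 further: Alexa488 bead fluorescence after subtracting the streptavidin-only scavenger bead signal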
PfM18AAP inh = PfM18AAP enzyme inhibition; recombinant PfM18AAP, H-Glu-NHMec fluorogenic cleavage; inhibition, % at 7.35 µM; AID 1822; hit rate 1.2% among 290,000;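 active means inhibition above the campaign mean inhibition over all tested compounds plus 3 SD, cut at about 28% in these data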;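 further: 0% = plate median of test compound wells and 100% = 2 mM ZnCl2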
Active calls of the source: *; x = not tested or not shown.

Start of the listing, in advance, twelve compounds:
No.	SMILES	OXTR agonist	PHOSPHO1 block	NALP1 inh	MEKK2 WT-MEK5	MEKK2 mut-MEK5
1	CCOC(=O)c1c(NC(=O)COc2ncnc3ccccc23)sc(C)c1C	-1.2	-11	29	113	-1
2	COc1ccc(/C=N/n2cc(-c3ccccc3)nc2N)cc1	0.0	-3	26	103	4
3	Cc1ccccc1OCC(=O)NCC(c1ccco1)N1CCCCC1 (stereo not given)	-1.9	x	16	105	2
4	COc1cc(/C=N/Nc2nc3ccccc3s2)cc([N+](=O)[O-])c1O	-0.3	20	17	89	-17
5	COc1ccc2[nH]cc(C(O)CN3CCN(c4ccccc4F)CC3)c2c1 (stereo not given)	7.0	36	-13	106	1
6	Cc1ccc(NC(=O)C(=O)NCCN2CCN(S(C)(=O)=O)CC2)cc1	0.9	26	12	89	-12
7	N#CCC(=O)N/N=C/c1ccc(OCc2ccccc2)cc1	-0.4	40	5	64	-13
8	Cc1ccc(N=Nc2c(C)[nH]n(C(N)=S)c2=O)cc1C	-1.0	10	32	100	4
9	COc1ccc(NC(=O)Cn2cccc2)c(OC)c1	-0.3	40	-2	101	2
10	COc1ccc(C(=O)Nc2ccc(-c3ccc(NC(=O)c4ccc(OC)cc4)c(OC)c3)cc2OC)cc1	-0.1	-12	2	109	4
11	CCN(C(=O)C1CCCN1S(=O)(=O)c1ccc2c(c1)n(C)c(=O)c(=O)n2C)c1ccccc1 (stereo not given)	0.2	28	9	96	-1
12	Cc1ccc(-c2onc3ccc(C=O)cc23)cc1	-1.5	28	2	93	0

No.	GPR7 antagonist	FID counter	MEKK3 PB1 HTS	PfM18AAP inh
1	-4	-1	112	-10
2	-4	-1	100	6
3	-2	-3	96	1
4	-11	4	91	19
5	-10	5	101	4
6	4	0	85	-2
7	-10	-6	66	30*
8	-8	-1	115	-3
9	-4	-4	99	2
10	-6	0	105	-5
11	-13	-21	96	8
12	-8	-11	96	-4

The whole of this part (from the top)
No.	SMILES	OXTR agonist	PHOSPHO1 block	NALP1 inh	MEKK2 WT-MEK5	MEKK2 mut-MEK5
1	CCOC(=O)c1c(NC(=O)COc2ncnc3ccccc23)sc(C)c1C	-1.2	-11	29	113	-1
2	COc1ccc(/C=N/n2cc(-c3ccccc3)nc2N)cc1	0.0	-3	26	103	4
3	Cc1ccccc1OCC(=O)NCC(c1ccco1)N1CCCCC1 (stereo not given)	-1.9	x	16	105	2
4	COc1cc(/C=N/Nc2nc3ccccc3s2)cc([N+](=O)[O-])c1O	-0.3	20	17	89	-17
5	COc1ccc2[nH]cc(C(O)CN3CCN(c4ccccc4F)CC3)c2c1 (stereo not given)	7.0	36	-13	106	1
6	Cc1ccc(NC(=O)C(=O)NCCN2CCN(S(C)(=O)=O)CC2)cc1	0.9	26	12	89	-12
7	N#CCC(=O)N/N=C/c1ccc(OCc2ccccc2)cc1	-0.4	40	5	64	-13
8	Cc1ccc(N=Nc2c(C)[nH]n(C(N)=S)c2=O)cc1C	-1.0	10	32	100	4
9	COc1ccc(NC(=O)Cn2cccc2)c(OC)c1	-0.3	40	-2	101	2
10	COc1ccc(C(=O)Nc2ccc(-c3ccc(NC(=O)c4ccc(OC)cc4)c(OC)c3)cc2OC)cc1	-0.1	-12	2	109	4

No.	GPR7 antagonist	FID counter	MEKK3 PB1 HTS	PfM18AAP inh
1	-4	-1	112	-10
2	-4	-1	100	6
3	-2	-3	96	1
4	-11	4	91	19
5	-10	5	101	4
6	4	0	85	-2
7	-10	-6	66	30*
8	-8	-1	115	-3
9	-4	-4	99	2
10	-6	0	105	-5

The listing continues.
No.	SMILES	OXTR agonist	PHOSPHO1 block	NALP1 inh	MEKK2 WT-MEK5	MEKK2 mut-MEK5
11	CCN(C(=O)C1CCCN1S(=O)(=O)c1ccc2c(c1)n(C)c(=O)c(=O)n2C)c1ccccc1 (stereo not given)	0.2	28	9	96	-1
12	Cc1ccc(-c2onc3ccc(C=O)cc23)cc1	-1.5	28	2	93	0
13	CC(C)c1ccc(C(=O)N/N=C/c2cccc(Cl)c2Cl)cc1	-0.2	23	13	100	3
14	C/C=C/c1ccc(OCC(=O)OCC(=O)NC2CC2)c(OC)c1	x	16	-17	93	-4
15	Cc1cccc(NC2=NC(C)(C)N=C(N)N2)c1C	-0.7	-10	-12	107	4
16	O=C(COC(=O)c1ccccn1)NC12CC3CC(CC(C3)C1)C2	1.2	19	17	100	1
17	CCOC(=O)[C@@H]1[C@H]2COc3cc(OC)ccc3[C@H]2N2C(=O)N(c3ccc(F)cc3)C(=O)[C@]12C	0.2	-2	2	98	0
18	COc1ccc(Nc2nc(N)nc(CSc3nccn3C)n2)cc1	-0.2	-9	3	91	-7
19	COc1ccc(N2CCN(C3CCCCC3NS(=O)(=O)c3ccc(Cl)cc3)CC2)cc1 (stereo not given)	-1.2	42	8	96	-2
20	CC1CCN(C(=O)c2ccc(NS(=O)(=O)c3ccccc3)cc2)CC1	3.6	31	-28	113	13

No.	GPR7 antagonist	FID counter	MEKK3 PB1 HTS	PfM18AAP inh
11	-13	-21	96	8
12	-8	-11	96	-4
13	1	-1	102	2
14	6	-7	90	3
15	-1	5	108	6
16	-17	-13	101	0
17	3	-37	98	0
18	-7	1	100	6
19	4	17	96	0
20	3	-30	109	-1

More compounds
No.	SMILES	OXTR agonist	PHOSPHO1 block	NALP1 inh	MEKK2 WT-MEK5	MEKK2 mut-MEK5
21	O=C(Nc1ccc(S(=O)(=O)NCCc2ccccc2)cc1)c1ccco1	2.6	-18	22	84	-4
22	NC(=O)c1ccc(NC(=S)NCc2ccco2)cc1	0.3	-23	0	96	-2
23	C/C=C\C(=O)Nc1cccc(C2=NOC3(C2)C[C@@H](C(N)=O)N(C(=O)CC(c2ccccc2)c2ccccc2)C3)c1 (stereo not given in full)	-0.8	18	x	101	4
24	O=C(N/N=C/c1ccc([N+](=O)[O-])o1)c1ccc2c(c1)OCO2	x	-4	-4	99	1
25	Clc1cccc(CSc2nnc(-c3sccc3-n3cccc3)o2)c1	2.0	24	12	101	-3
26	COC(=O)C1=C(N)Oc2cc(C)oc(=O)c2C1c1cccnc1 (stereo not given)	0.6	-18	7	96	-2
27	C=CCn1c(NC(=O)c2ccc(Br)o2)c(C(=O)OCC)sc1=S	1.8	85*	-8	107	4
28	O=C(CCC(=O)N1CCCC1)Nc1ccc([N+](=O)[O-])cc1	-0.7	34	-2	95	-2
29	CC(C)CC(=O)NC1(C(F)(F)F)NC(=O)N(c2ccccc2)C1=O (stereo not given)	0.2	16	-18	100	3
30	O=C(Nc1ccc(CSc2ccccc2)cc1)c1ccc(CN2CCOCC2)cc1	14	-12	39	102	-2

No.	GPR7 antagonist	FID counter	MEKK3 PB1 HTS	PfM18AAP inh
21	4	-6	79	6
22	5	0	101	0
23	x	x	97	x
24	-7	-20	101	30*
25	-8	-6	105	3
26	-8	6	97	4
27	6	-2	104	4
28	-4	0	99	-1
29	-13	-3	104	3
30	8	3	99	4

Later entries.
No.	SMILES	OXTR agonist	PHOSPHO1 block	NALP1 inh	MEKK2 WT-MEK5	MEKK2 mut-MEK5
31	CN(C)c1nc2ccc(OCCN3CCCCC3)cc2s1	-0.3	6	11	101	1
32	Cc1nn(Cc2ccc(Cl)cc2)c(C)c1NC(=O)CSc1n[nH]c(C)c1[N+](=O)[O-]	-0.3	3	23	112	0
33	CCOC(=O)c1c(-n2cnnn2)sc(C)c1C	-0.3	99*	-1	94	-3
34	CCCn1c(=O)c(C(=O)NCc2ccccc2Cl)c(O)c2ccccc21	0.7	13	5	96	3
35	COc1ccc(S(=O)(=O)N(C)CC(=O)NCc2cccnc2)cc1OC	0.2	26	10	102	3
36	O=C(Cn1cc(C(F)(F)F)cc(Cl)c1=O)Nc1cc(S(=O)(=O)N2CCOCC2)ccc1Cl	-1.2	3	35	109	17
37	Cc1ccc(OC(C)C(=O)Nc2ccc(C)c(S(=O)(=O)Nc3ccc(C)cc3C)c2)cc1 (stereo not given)	2.3	-10	27	103	-1
38	COc1ccc2cc(C3OCCO3)c(Cl)nc2c1	-1.1	-11	-1	97	-1
39	CC(C)CN(C(=O)CSc1nnc2c(Cl)cc(C(F)(F)F)cn12)C1CCS(=O)(=O)C1 (stereo not given)	-0.5	18	33	102	-1
40	Brc1ccc(NC2=Nc3ccccc3CC2)cc1	-0.2	16	8	107	4

No.	GPR7 antagonist	FID counter	MEKK3 PB1 HTS	PfM18AAP inh
31	-9	5	98	-6
32	2	-7	142*	-1
33	-11	-6	98	17
34	2	-4	97	-14
35	-3	-2	102	8
36	-10	-2	97	4
37	-12	-11	106	-2
38	5	-1	102	2
39	3	-19	100	7
40	-4	-1	112	-1

The list continues:
No.	SMILES	OXTR agonist	PHOSPHO1 block	NALP1 inh	MEKK2 WT-MEK5	MEKK2 mut-MEK5
41	Cc1cc(-c2nnc(SCC(=O)Nc3nc(-c4ccccc4)cs3)o2)no1	0.1	45	x	97	-1
42	Fc1ccc(COc2cccc(-c3n[nH]c(=S)o3)c2)cc1	0.0	20	8	101	1
43	COc1ccc([N+](=O)[O-])cc1NCc1ccccc1	-1.9	9	9	101	0
44	O=C(Nc1nnc(-c2ccccc2Cl)o1)c1nc2ccccc2s1	50*	30	13	107	2
45	Cc1ccc(NC(=O)COC(=O)c2ccc([N+](=O)[O-])o2)cc1S(=O)(=O)N1CCCCC1	5.2	4	17	107	-2
46	Cc1cn(CCC(=O)Nc2ccc(N3CCOCC3)cc2)c2ccccc12	3.0	45	11	129	27
47	CCN1CCC(CNCc2cn(-c3ccc(OC)cc3)nc2-c2ccccc2Cl)C1 (stereo not given)	2.1	20	11	180*	34
48	Cn1cnnc1SCCNS(=O)(=O)c1cccc([N+](=O)[O-])c1	0.6	13	1	105	4
49	CC(=O)Nc1sc(N/N=C\c2ccccc2Cl)nc1-c1cccs1	-1.4	5	3	96	-1
50	COc1ccc(C(=O)Cc2cc3cccc(OC)c3oc2=O)cc1	0.0	24	20	104	4

No.	GPR7 antagonist	FID counter	MEKK3 PB1 HTS	PfM18AAP inh
41	-18	-21	98	30*
42	-5	-26	102	7
43	-16	8	126	4
44	-4	-36	107	1
45	-6	4	109	0
46	2	-19	128*	1
47	19	31	104	-8
48	-1	0	104	1
49	-6	2	77	9
50	0	-17	102	-17

Following part
No.	SMILES	OXTR agonist	PHOSPHO1 block	NALP1 inh	MEKK2 WT-MEK5	MEKK2 mut-MEK5
51	CCOC(=O)c1ccoc1CSCC(=O)N1CCN(S(=O)(=O)c2ccc(C)cc2)CC1	1.7	-6	0	103	2
52	CCCCOc1ccc(CSCCN)cc1Cl	21*	33	7	169*	41
53	COC(=O)Cc1c(C)c2ccc(O)c(CN3CCCC(C)C3)c2oc1=O (stereo not given)	-0.9	-1	21	x	x
54	Cc1ccc(C2(CCN)CCOC(C(C)C)C2)cc1 (stereo not given)	-0.4	9	40	100	6
55	CN(C)/C=N/NC(=O)c1ccc(Cl)cc1	0.4	28	-12	97	-3
56	CCOC(=O)c1cc(Br)c(=O)n2ccccc12	-0.2	16	-12	x	x
57	COC(=O)c1sccc1NC(=O)Nc1ccc(C)cc1	x	27	13	93	-7
58	O=C(O)c1cccc(OCc2ccccc2Cl)c1	0.9	23	-5	111	7
59	CCOC(CCNC(=O)c1cn(CC(C)C)c(=O)c2c1c1ccccc1n2C)OCC	-0.8	23	9	110	13
60	O=c1cc(-c2cccc3ccccc23)[nH][nH]1	0.8	3	8	104	8
61	O=C1SC(SCc2ccccc2Cl)=N/C1=C\c1ccc(C(=O)O)cc1	-1.9	36	4	103	1

No.	GPR7 antagonist	FID counter	MEKK3 PB1 HTS	PfM18AAP inh
51	2	-36	102	4
52	17	19	128*	0
53	-3	-2	x	-1
54	4	7	98	-4
55	-2	-4	100	2
56	-4	0	x	6
57	-4	-7	95	-11
58	-5	-1	108	-3
59	-6	-33	108	-4
60	-4	-13	105	4
61	-10	-3	107	0
